Source: PubChem BioAssay
West Nile virus CPE – inhibition of WNV-induced cytopathic effect – cell-based, CPE readout (AID 1621); West Nile virus-infected cells, CPE inhibition; higher % means a stronger effect; CPE inhibition, % at 10 µM; hits with a dose series show IC50 in µM; 290,000 compounds, 0.02% hits; in the data active means a potency from the dose series; further: strong numbers were not always called active
NOD1 NF-kB reporter – NOD1 signaling inhibitors, primary screen, cell-based, luminescence, uHTS (AID 1578). NOD1-driven NF-kB luciferase reporter cells, luminescence; higher % means a stronger effect. inhibition, % at 4 µM; hits with a dose series show EC50 in µM. 290,000 compounds, 1% hits; in the data active means inhibition mostly above about 36%, no sharp cut-off; inactive means mostly below about 34%;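 further: HEK-293T reporter cells stimulated with the NOD1 agonist gamma-tri-DAP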
KOR beta-arrestin-1 – kappa opioid receptor blockers – cell-based, luminescence, uHTS (AID 1778) | 290,000 compounds, 0.091% hits | one-dose inhibition, % at 10 µM; IC50 in µM for titrated hits | KOR beta-arrestin recruitment, luminescence, antagonist mode; higher % means a stronger effect; in the data active means inhibition above about 50%; further: strong numbers were not always called active
GPR35 antagonists – inhibition of zaprinast-stimulated GPR35 beta-arrestin translocation – imaging, U2OS, beta-arrestin-GFP, zaprinast agonist, primary screen (AID 2058); U2OS GPR35 beta-arrestin-GFP translocation imaging, zaprinast antagonism; higher % means a stronger effect; inhibition, % at 10 µM; hits with a dose series show IC50 in µM; 290,000 compounds, 0.052% hits;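 active means inhibition of at least 50% with at least 30 cells and total cytoplasm GFP at most 10,000,000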
NS5 inhibitors – Dengue-2 NS5 methyltransferase inhibitors, primary screen, biochemical, confirmation dose response (AID 588689); Dengue-2 NS5 methyltransferase capping enzyme assay, biochemical; higher % means a stronger effect; inhibition, % at 25 µM; hits with a dose series show IC50 in µM; 340,000 compounds, 0.3% hits; in the data active means a potency from the dose series
HIV fusion peptide – cell-free HIV fusion peptide-binding blockers – biochemical, uHTS, fluorescence dequenching, primary screen (AID 1986). 290,000 compounds, 0.3% hits. one-dose inhibition, % at 20 µM; IC50 in µM for titrated hits. cell-free peptide binding, fluorescence dequenching, 30 min; higher % means a stronger effect; in the data active means inhibition mostly above about 52%, no sharp cut-off; inactive means mostly below about 76%; further: some results filed as inactive read as strong as hits
GPR55 beta-arrestin – selective activators of receptor GPR55 – imaging, U2OS cells, beta-arrestin-GFP redistribution, primary screen (AID 1961). U2OS GPR55 beta-arrestin-GFP redistribution imaging; higher % means a stronger effect. activation, % at 10 µM, or EC50 in µM where a hit was titrated. 290,000 compounds, 0.048% hits;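 active means activation above 40% with more than 50 cells counted in the well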;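 further: U2OS osteosarcoma cells stably expressing GPR55 and beta-arrestin-GFP; plate controls were DMSO negative control for no effect and LPI positive control for full effect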
KOR beta-arrestin-2 – kappa opioid receptor activators – cell-based, luminescence, uHTS, primary screen (AID 1777) | KOR beta-arrestin recruitment, luminescence; higher % means a stronger effect | activation, % at 10 µM, or EC50 in µM where a hit was titrated | 280,000 compounds, 0.02% hits; in the data active means activation above about 50%, passing the limit was not always enough; further: a part of the inactive calls stands beside numbers as strong as those of hits
GPR55 LPI antagonism – GPR55 antagonists blocking LPI-driven arrestin recruitment, primary screen, imaging, U2OS, beta-arrestin-GFP, LPI agonist (AID 2013) | 290,000 compounds, 0.13% hits | U2OS GPR55 beta-arrestin-GFP translocation imaging, LPI antagonism; higher % means a stronger effect | one-dose inhibition, % at 10 µM; IC50 in µM for titrated hits;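 active means spots per cell inhibited over 60%, with over 100 cells counted and total cytoplasm intensity under 500,000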;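 further: U2OS cells stably carrying GPR55 and arrestin-GFP stimulated by 5 µM LPI near EC80; imaged beta-arrestin-GFP aggregate spots per cell after agonist stimulation; plate controls were LPI-stimulated DMSO wells for no effect and DMSO wells without LPI for full effect; some results filed as inactive read as strong as hits; confirmed hits need IC50 under 10 µM and bright autofluorescent wells are also inconclusive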
An asterisk follows results filed as active. The list is partial; count on the stated rates, not on these rows.

What do the screens show for `CN(C)C(=O)CCSc1nnc(-c2ccco2)o1`?
West Nile virus CPE: -0.3%; NOD1 NF-kB reporter: -40%; KOR beta-arrestin-1: -27%; GPR35 antagonists: -5%; NS5 inhibitors: -8%; HIV fusion peptide: 2.0%; GPR55 beta-arrestin: -0.4%; KOR beta-arrestin-2: 2.9%; GPR55 LPI antagonism: 1%

What do the screens show for `CCOc1ccc(NS(=O)(=O)c2ccc3[nH]c(=O)oc3c2)cc1`?
West Nile virus CPE: 0.2%; NOD1 NF-kB reporter: -18%; KOR beta-arrestin-1: -24%; GPR35 antagonists: -15%; NS5 inhibitors: -1%; HIV fusion peptide: 1.3%; GPR55 beta-arrestin: -0.1%; KOR beta-arrestin-2: -5.8%; GPR55 LPI antagonism: -4%

How did Cc1[nH]nc(SCC(=O)N(C)c2ccccc2)c1[N+](=O)[O-] do in these assays?
West Nile virus CPE: -0.7%; NOD1 NF-kB reporter: 10%; KOR beta-arrestin-1: -46%; GPR35 antagonists: 7%; NS5 inhibitors: 4%; HIV fusion peptide: 1.0%; GPR55 beta-arrestin: -0.3%; KOR beta-arrestin-2: 4.6%; GPR55 LPI antagonism: 4%

What do the screens show for `Cc1ccc(NC(=O)c2cc(S(=O)(=O)N3CCOCC3)ccc2F)c(C)c1`?
West Nile virus CPE: -0.6%; NOD1 NF-kB reporter: 5%; KOR beta-arrestin-1: -47%; GPR35 antagonists: -21%; NS5 inhibitors: -14%; HIV fusion peptide: 1.4%; GPR55 beta-arrestin: -0.3%; KOR beta-arrestin-2: -4.2%; GPR55 LPI antagonism: -3%

Results for COCC(C)NC(=O)CCSc1nc(-c2ccc(OC)cc2)cc(C(F)(F)F)n1 (centres undefined) ?
West Nile virus CPE: -0.2%; NOD1 NF-kB reporter: 4%; KOR beta-arrestin-1: -6%; GPR35 antagonists: 51%; NS5 inhibitors: -9%; HIV fusion peptide: -2.1%; GPR55 beta-arrestin: 0.4%; KOR beta-arrestin-2: -2.9%; GPR55 LPI antagonism: 8%

Results for O=C(NCCCN1CCOCC1)c1sc2ccccc2c1Cl ?
West Nile virus CPE: -0.7%; NOD1 NF-kB reporter: -38%; KOR beta-arrestin-1: -11%; GPR35 antagonists: 6%; NS5 inhibitors: -3%; HIV fusion peptide: 1.8%; GPR55 beta-arrestin: 0.2%; KOR beta-arrestin-2: 0.7%; GPR55 LPI antagonism: -4%

What do the screens show for `CCN(CC)S(=O)(=O)c1ccc(C(=O)NNc2nc(-c3ccccc3)c3cc(Br)ccc3n2)cc1`?
West Nile virus CPE: 0.4%; NOD1 NF-kB reporter: 9%; KOR beta-arrestin-1: 37%; GPR35 antagonists: -24%; NS5 inhibitors: -3%; HIV fusion peptide: 2.0%; GPR55 beta-arrestin: -0.4%; KOR beta-arrestin-2: -6.1%; GPR55 LPI antagonism: 6%

How did CCN(CC)S(=O)(=O)c1ccc(N2CCCCC2)c(NC(=O)/C=C/c2cc(OC)c(OC)c(OC)c2)c1 do in these assays?
West Nile virus CPE: 0.0%; NOD1 NF-kB reporter: -77%; KOR beta-arrestin-1: -27%; GPR35 antagonists: -7%; NS5 inhibitors: 1%; HIV fusion peptide: 0.3%; GPR55 beta-arrestin: 0.0%; KOR beta-arrestin-2: -0.2%; GPR55 LPI antagonism: 0%

What do the screens show for `CCS(=O)(=O)c1ccc(O)c(NC(=O)/C=C/c2ccccc2)c1`?
West Nile virus CPE: 0.1%; NOD1 NF-kB reporter: -52%; KOR beta-arrestin-1: -20%; GPR35 antagonists: 5%; NS5 inhibitors: -11%; HIV fusion peptide: 3.8%; GPR55 beta-arrestin: -0.2%; KOR beta-arrestin-2: 1.6%; GPR55 LPI antagonism: -5%

How did Cn1c2ccccc2c2cc(/C=C(\NC(=O)c3ccccc3)C(=O)O)ccc21 do in these assays?
West Nile virus CPE: 0.8%; NOD1 NF-kB reporter: -11%; KOR beta-arrestin-1: -18%; GPR35 antagonists: -4%; NS5 inhibitors: 0%; HIV fusion peptide: 10%; GPR55 beta-arrestin: 0.0%; KOR beta-arrestin-2: 0.8%; GPR55 LPI antagonism: 8%

How did CCc1ccccc1NC(=S)N(Cc1ccc(C(=O)O)cc1)Cc1ccc(OC)c(OC)c1 do in these assays?
West Nile virus CPE: 0.6%; NOD1 NF-kB reporter: 7%; KOR beta-arrestin-1: -16%; GPR35 antagonists: -6%; NS5 inhibitors: -7%; HIV fusion peptide: 2.5%; GPR55 beta-arrestin: -0.8%; KOR beta-arrestin-2: 4.2%; GPR55 LPI antagonism: 5%

How did CC(=O)c1ccc(NC(=O)CCNC(=O)c2ccc(Cl)cc2)cc1 do in these assays?
West Nile virus CPE: -1.0%; NOD1 NF-kB reporter: -2%; KOR beta-arrestin-1: 3%; GPR35 antagonists: 19%; NS5 inhibitors: -1%; HIV fusion peptide: 0.0%; GPR55 beta-arrestin: 0.0%; KOR beta-arrestin-2: -3.1%; GPR55 LPI antagonism: -3%

Results for Cc1cccc(NS(=O)(=O)c2ccc(C(=O)NCC3CCCO3)cc2)c1C (centres undefined) ?
West Nile virus CPE: -0.3%; NOD1 NF-kB reporter: -4%; KOR beta-arrestin-1: 2%; GPR35 antagonists: -14%; NS5 inhibitors: 1%; HIV fusion peptide: 1.5%; GPR55 beta-arrestin: -0.1%; KOR beta-arrestin-2: 0.5%; GPR55 LPI antagonism: 12%

How did COc1cccc(Nc2ncnc3ccccc23)c1 do in these assays?
West Nile virus CPE: 0.7%; NOD1 NF-kB reporter: -3%; KOR beta-arrestin-1: 3%; GPR35 antagonists: 0%; NS5 inhibitors: -3%; HIV fusion peptide: 0.7%; GPR55 beta-arrestin: 0.0%; KOR beta-arrestin-2: -3.3%; GPR55 LPI antagonism: 6%

What do the screens show for `CC(=O)Nc1ccc(N2CCN(Cc3ccccc3F)CC2)cc1`?
West Nile virus CPE: -0.5%; NOD1 NF-kB reporter: -3%; KOR beta-arrestin-1: -12%; GPR35 antagonists: -11%; NS5 inhibitors: -7%; HIV fusion peptide: 0.5%; GPR55 beta-arrestin: -0.1%; KOR beta-arrestin-2: -0.3%; GPR55 LPI antagonism: 9%

Results for CCOc1ccc(C2=Nc3ccc(Br)cc3C(c3ccc(N4CCOCC4)cc3)=NN2)cc1 ?
West Nile virus CPE: 0.9%; NOD1 NF-kB reporter: -15%; KOR beta-arrestin-1: -30%; GPR35 antagonists: 3%; NS5 inhibitors: -2%; HIV fusion peptide: -2.0%; GPR55 beta-arrestin: -0.2%; KOR beta-arrestin-2: 1.2%; GPR55 LPI antagonism: -3%

Results for CN(CC(=O)Nc1ccc(N2CCOCC2)cc1)CC(=O)Nc1ccc(C(F)(F)F)cc1 ?
West Nile virus CPE: -0.7%; NOD1 NF-kB reporter: -24%; KOR beta-arrestin-1: -18%; GPR35 antagonists: -29%; NS5 inhibitors: -7%; HIV fusion peptide: -1.5%; GPR55 beta-arrestin: 0.8%; KOR beta-arrestin-2: -1.2%; GPR55 LPI antagonism: -8%

What do the screens show for `O=C1NC(=O)C2(COC(c3cccnc3)OC2)S1` (centres undefined)?
West Nile virus CPE: 0.4%; NOD1 NF-kB reporter: -7%; KOR beta-arrestin-1: -8%; GPR35 antagonists: -1%; NS5 inhibitors: -11%; HIV fusion peptide: -0.4%; GPR55 beta-arrestin: -0.3%; KOR beta-arrestin-2: 14%; GPR55 LPI antagonism: 0%

How did COc1ccc(-c2c(C#N)c(SCC(=O)c3cc4ccccc4oc3=O)nc(C)c2C(=O)Nc2ccccc2)cc1 do in these assays?
West Nile virus CPE: -1.0%; NOD1 NF-kB reporter: 11%; KOR beta-arrestin-1: 14%; GPR35 antagonists: -2%; NS5 inhibitors: 4%; HIV fusion peptide: 0.1%; GPR55 beta-arrestin: -0.1%; KOR beta-arrestin-2: -0.7%; GPR55 LPI antagonism: 2%

How did COC(=O)c1ccc(OCCN2CCCCCC2)cc1 do in these assays?
West Nile virus CPE: -0.2%; NOD1 NF-kB reporter: -22%; KOR beta-arrestin-1: 0%; GPR35 antagonists: -1%; NS5 inhibitors: -8%; HIV fusion peptide: 1.3%; GPR55 beta-arrestin: -0.8%; KOR beta-arrestin-2: -1.5%; GPR55 LPI antagonism: 5%

Structures listed so far that contain a CF3 group:
Results for COCC(C)NC(=O)CCSc1nc(-c2ccc(OC)cc2)cc(C(F)(F)F)n1 (centres undefined) ?
West Nile virus CPE: -0.2%; NOD1 NF-kB reporter: 4%; KOR beta-arrestin-1: -6%; GPR35 antagonists: 51%; NS5 inhibitors: -9%; HIV fusion peptide: -2.1%; GPR55 beta-arrestin: 0.4%; KOR beta-arrestin-2: -2.9%; GPR55 LPI antagonism: 8%

Results for CN(CC(=O)Nc1ccc(N2CCOCC2)cc1)CC(=O)Nc1ccc(C(F)(F)F)cc1 ?
West Nile virus CPE: -0.7%; NOD1 NF-kB reporter: -24%; KOR beta-arrestin-1: -18%; GPR35 antagonists: -29%; NS5 inhibitors: -7%; HIV fusion peptide: -1.5%; GPR55 beta-arrestin: 0.8%; KOR beta-arrestin-2: -1.2%; GPR55 LPI antagonism: -8%

(continued)
How did Cc1ccc(N=Nc2c(O)c3ccccc3[nH]c2=O)c(S(=O)(=O)N(C)C)c1 do in these assays?
West Nile virus CPE: 1.1%; NOD1 NF-kB reporter: 12%; KOR beta-arrestin-1: 8%; GPR35 antagonists: -2%; HIV fusion peptide: -0.5%; GPR55 beta-arrestin: -0.2%; KOR beta-arrestin-2: 5.6%; GPR55 LPI antagonism: -2%

What do the screens show for `COc1ccc(NC(=O)C2(N(C(=O)Cn3nnnc3N)c3ccc(OC)cc3)CCCCC2)cc1`?
West Nile virus CPE: 0.3%; NOD1 NF-kB reporter: -16%; KOR beta-arrestin-1: 9%; GPR35 antagonists: 13%; NS5 inhibitors: -14%; HIV fusion peptide: -0.9%; GPR55 beta-arrestin: -0.1%; KOR beta-arrestin-2: -2.4%; GPR55 LPI antagonism: 10%

What do the screens show for `CC(=O)c1ccc(NC(=O)CSc2nc(Nc3ccccc3)nc(N3CCOCC3)n2)cc1`?
West Nile virus CPE: -0.2%; NOD1 NF-kB reporter: -8%; KOR beta-arrestin-1: 22%; GPR35 antagonists: 4%; NS5 inhibitors: 2%; HIV fusion peptide: -0.7%; GPR55 beta-arrestin: 0.3%; KOR beta-arrestin-2: 0.0%; GPR55 LPI antagonism: 2%

What do the screens show for `COc1ccc(OC)c(NC(=O)CCC(=O)Nc2nnc(C(C)C)s2)c1`?
West Nile virus CPE: 0.6%; NOD1 NF-kB reporter: -5%; KOR beta-arrestin-1: -18%; GPR35 antagonists: 27%; NS5 inhibitors: -6%; HIV fusion peptide: -0.6%; GPR55 beta-arrestin: -0.1%; KOR beta-arrestin-2: 3.8%; GPR55 LPI antagonism: -9%
